Screens deposited in PubChem by several laboratories.
MazEF act: MazEF (E. coli) toxin RNase activation | P0AE70 | FAM/BHQ RNA-DNA oligo cleavage fluorescence, 5 h | activation, % at 20 µM | 350,000 compounds, 0.32% hits | AID 504720; in the data active = activation above about 50%
Target sequence (P0AE70 whole entry, looked up): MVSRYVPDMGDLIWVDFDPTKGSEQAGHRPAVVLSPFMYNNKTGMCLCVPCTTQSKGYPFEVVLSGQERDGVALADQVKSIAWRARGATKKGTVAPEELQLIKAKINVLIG
Rv3671c inh: inhibits the M. tuberculosis serine protease Rv3671c. 320,000 compounds, 0.048% hits. inhibition, % at 5.96 µM; in the data active = inhibition above about 38%;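 also: extracellular domain of Rv3671c used as enzyme; 0% = enzyme with DMSO and 100% = no enzyme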
Target sequence (P9WHR9 whole entry, looked up, the tested form may be a part): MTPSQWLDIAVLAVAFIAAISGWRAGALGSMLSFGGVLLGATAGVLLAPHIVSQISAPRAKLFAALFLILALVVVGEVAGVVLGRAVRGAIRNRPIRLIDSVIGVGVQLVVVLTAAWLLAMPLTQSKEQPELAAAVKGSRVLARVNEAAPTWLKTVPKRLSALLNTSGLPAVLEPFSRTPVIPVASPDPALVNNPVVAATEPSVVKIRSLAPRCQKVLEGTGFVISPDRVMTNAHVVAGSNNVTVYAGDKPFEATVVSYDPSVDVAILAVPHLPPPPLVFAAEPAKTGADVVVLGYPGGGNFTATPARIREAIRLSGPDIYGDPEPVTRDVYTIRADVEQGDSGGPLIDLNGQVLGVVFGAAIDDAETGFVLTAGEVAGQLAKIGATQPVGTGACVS
PriA SSB inh: inhibitors of Klebsiella pneumoniae PriA binding to SSB C-terminal tail; inhibition, % at 33 µM; 430,000 compounds, 0.6% hits; AID 1272365; AlphaScreen SSBct-PriA binding, biotinylated peptide; in the data active = inhibition mostly above about 37%, no sharp cut-off; inactive = mostly below about 20%;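 also: plate controls were negative control peptide for no effect and reference peptide for full effect; strong numbers were not always called active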
Mtb UGM inh: inhibitors of M. tuberculosis UDP-galactopyranose mutase. inhibition, % at 10 µM. purified UGM, fluorescence polarization probe displacement. 320,000 compounds, 0.06% hits. AID 504406. P9WIQ1; in the data active = inhibition above about 10%, passing the limit was not always enough
Mtb BioA inh: inhibitors of Mycobacterium tuberculosis BioA enzyme. purified M. tuberculosis BioA enzyme, plate reader. inhibition, % at 9.99 µM. 360,000 compounds, 0.096% hits. AID 602481; in the data active = inhibition above about 40%
SARS 3CLpro inh: SARS-CoV 3CLpro protease inhibition; P0C6X7; inhibition, % at 6 µM; recombinant SARS-CoV 3CLpro, quenched FRET peptide cleavage; 290,000 compounds, 0.14% hits; in the data active = inhibition above about 12%
BH1578 lux ind: inducers of Vibrio cholerae quorum light production without autoinducers. V. cholerae BH1578 lux reporter, luminescence, 6 h. 350,000 compounds, 0.16% hits. activation, % at 18.7 µM; in the data active = activation mostly above about 9.7%, no sharp cut-off; also: not every result past the cut was called active; inactives centre near 0; reference of the scale not given here
GDH-TPI counter: inhibits GDH-TPI coupling enzymes, artifact for Mtb FBA screen; GDH-TPI coupled enzyme counterscreen, NADH absorbance; inhibition, % at 4.8 µM; 360,000 compounds, 1.2% hits; in the data active = inhibition above about 30%;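 also: 0% = DMSO wells and 100% = wells lacking the enzyme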
VHR inh abs: inhibitors of human VHR1 phosphatase (DUSP3). P51452. recombinant VHR phosphatase, pNPP absorbance. inhibition, % at 13.3 µM. 290,000 compounds, 0.52% hits. AID 1654; in the data active = inhibition above about 50%; also: some compounds called inactive have numbers as strong as hits
Target sequence (P51452 whole entry, looked up): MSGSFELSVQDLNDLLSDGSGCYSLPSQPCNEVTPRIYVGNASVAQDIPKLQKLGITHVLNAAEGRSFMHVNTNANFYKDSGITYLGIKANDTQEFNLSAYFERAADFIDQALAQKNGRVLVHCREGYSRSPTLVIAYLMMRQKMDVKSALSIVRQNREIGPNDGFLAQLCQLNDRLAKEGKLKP
Mtb FBA inh: Mtb fructose-bisphosphate aldolase inhibition; P9WQA3; purified M. tuberculosis FBA, fluorescence read-out; inhibition, % at 1 µM; 360,000 compounds, 2.3% hits; in the data active = inhibition above about 27%;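 also: 0% = vehicle and 100% = reference inhibitor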
Target sequence (P9WQA3 whole entry, looked up): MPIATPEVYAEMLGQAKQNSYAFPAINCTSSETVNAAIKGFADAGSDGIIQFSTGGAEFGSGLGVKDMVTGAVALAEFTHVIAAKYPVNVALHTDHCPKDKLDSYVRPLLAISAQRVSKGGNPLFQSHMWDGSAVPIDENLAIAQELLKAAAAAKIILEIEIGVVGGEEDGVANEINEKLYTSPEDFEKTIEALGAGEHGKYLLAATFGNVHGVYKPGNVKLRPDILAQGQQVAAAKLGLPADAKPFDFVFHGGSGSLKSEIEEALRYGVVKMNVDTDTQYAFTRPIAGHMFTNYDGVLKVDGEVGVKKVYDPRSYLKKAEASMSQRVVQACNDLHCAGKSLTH
The depositor's hits bear a star; i = inactive; . = not tested or not shown; & = joins results of further samples. This is a subset, so the mix of outcomes need not match the whole.

SMILES | MazEF act | Rv3671c inh | PriA SSB inh | Mtb UGM inh | Mtb BioA inh | SARS 3CLpro inh | BH1578 lux ind | GDH-TPI counter | VHR inh abs | Mtb FBA inh
COc1cccc(NS(=O)(=O)c2cc(C)sc2C)c1 | 23 | 2 | -1 | 3.7 | -0.2 | -4 | -0.6 | 17 | 22 | 2
CC(=O)c1ccc(C(=O)Nc2sc3c(c2C(N)=O)CCN(Cc2ccccc2)C3)cc1 | . | 2 | . | -1.0 | -4.7 | 1 | i | 15 | 21 | 1
NC1=CC(=O)c2cccc3cccc1c23 | . | 14 | . | 1.9 | . | -1 | . | . | 49 | .
COc1ccccc1/C=C/C=N/n1c(C)nnc1C | 8 | 0 | . | 0.6 | . | 2 | i | 19 | 15 | 2
CC(=O)N(C(C)=O)c1ccc2nc(C)[nH]c(=O)c2c1 | -2 | -3 | -29 | -4.3 | 1.0 | -5 | i | -2 | -14 | 1
CCNc1c(NS(=O)(=O)c2ccc(Cl)s2)c(=O)oc2ccccc12 | 11 | 5 | -10 | -2.2 | -2.0 | -3 | -0.2 | 4 | 20 | 0
COc1cccc(OC)c1C(=O)Nc1ccc(CN2CCCCC2)cc1 | 1 | -1 | -7 | -1.1 | -0.4 | 3 | i | 2 | 13 | 4
CC(C)CCCN1C(N(C)C)=NC[C@@H]1C | 6 | -7 | -2 | 0.8 | -1.1 | . | i | 5 | . | 0
Cc1sc(N/N=C/c2cccs2)nc1-c1ccccc1 | -2 | 3 | . | 0.3 | . | 3 | -0.1 | 14 | 3 | 3
CCC(=O)N(CC)c1nc(-c2cc(OC)ccc2OC)cs1 | 4 | -4 | -12 | 0.2 | -2.7 | -1 | 15* | -3 | 4 | 3
CCN(C(=O)CCNC(=O)Cn1cnc2ccccc2c1=O)c1cccc(Cl)c1 | 5 | 3 | 2 | -0.5 | -1.3 | 2 | -0.2 | -8 | 31 | 2
Cc1ccc(-c2cc(=O)c3ccc(F)cc3[nH]2)cc1 | 4 | 1 | 6 | 0.4 | -1.1 | -4 | -0.8 | 13 | 14 | -2
COc1ccc(OC)c(NC(=O)CSc2nnc(C)n2Cc2ccccc2)c1 | 1 | 9 | -3 | 3.4 | 3.1 | -3 | -0.4 | 8 | 3 | 0
Fc1ccc(CNCCc2ccccc2F)cc1 | 3 | 5 | -13 | -1.3 | . | 1 | -0.2 | -1 | 5 | -1
O=C(N=Nc1c(O)n(C2OC(=O)c3ccccc32)c2ccccc12)c1ccc(O)cc1 (centres undefined) | 8 | -8 | -1 | -0.3 | -3.5 | -6 | i | -4 | 27 | 2
Cc1cc(C(=O)NC(C)C)on1 | 1 | 7 | -5 | -0.6 | 1.1 | 1 | -0.2 | -10 | 12 | 4
O=C1N/C(=C\c2ccsc2)C(=O)N1Cc1ccc(F)cc1 | 7 | 0 | 0 | -5.2 | 9.6 | 4 | -0.3 | 14 | -23 | -2
O=C(COC(=O)CNC(=O)c1ccc(Br)o1)Nc1ccc2c(c1)OCCO2 | -3 | 4 | -18 | -2.4 | 0.5 | 1 | -0.5 | -3 | 28 | 1
CC1(C)CC(=O)C2=C(C1)Nc1ccccc1NC2c1nc2ccccc2[nH]1 (centres undefined) | 5 | 1 | -1 | -2.4 | 2.0 | -11 | -0.2 | 32* | -16 | -2
COc1ccc(NC(=O)CN(C)C(=O)c2c(C)nn(Cc3ccccc3)c2C)cc1 | 3 | 1 | -10 | -1.0 | 2.7 | . | i | 5 | . | -2
CN(C(=O)COC(=O)c1c[nH]c2ccccc12)c1ccccc1 | -2 | . | . | . | -0.8 | . | -0.6 | 4 | . | 1
Cc1ccc(-n2nc(C)cc2N)c(C)c1 | 1 | 4 | -9 | -0.4 | 0.3 | -1 | -0.2 | 2 | -18 | 2
Cc1nc([N+](=O)[O-])c(Br)n1CC(=O)c1ccccc1 | -4 | 7 | -2 | -1.8 | . | 5 | 9.8 | 8 | 15 | 0
CCc1cc2c(SCC(=O)NC(=O)c3cccn3C)ncnc2s1 | 8 | 4 | -19 | -0.3 | . | 2 | -0.2 | 14 | 28 | 7
COc1cccc(CNC(=O)Cc2ccc(-n3c(=O)[nH]c4ccccc4c3=O)cc2)c1 | 12 | 7 | -6 | -1.7 | -2.3 | -1 | -0.6 | 6 | -2 | -1
CCOc1ccc(CNC(=O)C(CC)n2nc(C)n3c(cc4occc43)c2=O)cc1OC (centres undefined) | 5 | -2 | -4 | 3.9 | 2.4 | 3 | 5.9 | 8 | -6 | 5
Cc1cc(C)c2c(n1)nn1c(NCCCN3CCOCC3)cc(C)nc21 | -13 | . | -9 | . | -0.7 | 1 | -0.3 | 14 | . | 8
O=C(Nc1cccc(NC(=O)c2ccccc2)n1)c1ccccc1 | -2 | -9 | -22 | 0.5 | 5.9 | -5 | 0.9 | -2 | 11 | 0
C[C@H]1COC(=O)[C@@H](Cc2ccc(F)cc2)CC/C=C/C[C@H](CC(=O)N(CCO)Cc2ccccc2)C(=O)N1 | 2 | 1 | -12 | -0.2 | -3.3 | . | i | 0 | . | 6
CCC(C)NC(=O)CN(C1CCCCC1)S(=O)(=O)c1ccc(F)cc1 (centres undefined) | 0 | 0 | -18 | -2.2 | -1.3 | 0 | 0.4 | 3 | 14 | -2
C=CCn1c(SCC(=O)N2CCOCC2)nc2scc(-c3ccco3)c2c1=O | -11 | -3 | 2&-12 | 0.3 | 0.4 | 0 | -12 | 6 | 19 | 1
Cc1ccc(-c2nn3c(C)nnc3c3ccccc23)cc1S(=O)(=O)NC(C)c1ccccc1 (centres undefined) | 12 | 0 | -18 | -0.4 | -0.9 | 5 | -0.1 | -13 | 29 | 3
CCOC(=O)CC(NC(=O)c1cc2cccc(OC)c2oc1=O)c1ccc(OC)cc1 (centres undefined) | 8 | -12 | -10 | 0.3 | -0.8 | -5 | 1.6 | 12 | 33 | -1
Cc1ccc(CNC(=O)Nc2ccc(C)cc2)cc1 | 5 | -7 | 3 | 0.5 | . | 5 | i | 10 | -7 | 0
COCCn1c(=O)[nH]c2cc(C(=O)N3CCN(c4ccccc4OC)CC3)ccc2c1=O | 1 | -3 | -4 | -1.4 | . | 5 | -0.4 | 10 | 4 | -4
Cc1ccc(S(=O)(=O)N2CN(Cc3ccco3)c3nc4ccccc4nc32)cc1C | -3 | -14 | -1 | 0.5 | -5.0 | 1 | . | 15 | 19 | 20
O=C(c1ccc(CS(=O)(=O)c2ccc(Br)cc2)o1)N1CCN(c2ccc(F)cc2)CC1 | 15 | 1 | 7 | -0.8 | -1.3 | 1 | i | -11 | 25 | 1
N#C/C(=C\c1ccccc1)C(=O)Nc1nncs1 | -5 | 6 | -5 | 2.6 | . | 2 | -2.1 | 3 | 14 | -3
CCN1C(=O)[C@H]2[C@@H](c3ccc(C)cc3)N3C(=O)N(c4ccccc4)C(=O)[C@@]3(C)[C@H]2C1=O | 1 | -4 | -22 | -6.5 | -0.8 | -2 | i | -2 | -3 | 0
COc1ccccc1OCCn1c(=S)[nH]c2ccccc21 | 2 | . | -1 | -1.2 | -1.6 | -1 | 0.8 | 2 | 1 | 4
COC(=O)c1cccc(NC(=S)NCc2ccc(F)cc2)c1 | -2 | -11 | -13 | -3.8 | . | 2 | -0.4 | -2 | -11 | 3
CCCCNC(=O)C1(C)CCN1C(=O)c1ccc(C)c(F)c1 (centres undefined) | . | . | . | . | 3.7 | . | -4.5 | 3 | . | 5
Cc1ccc(CNC(=O)CCSCCC(=O)NCc2ccc(C)cc2)cc1 | 20 | 11 | -8 | -0.8 | -1.0 | 3 | -0.3 | -9 | -13 | 3
Nc1nc(SCC(=O)Nc2cccc(F)c2)n[nH]1 | 5 | 1 | 4 | -4.4 | 3.9 | . | i | -1 | . | 0
COc1ccccc1CNC(=O)CC(C)c1ccccc1 (centres undefined) | 8 | 6 | -20 | 1.4 | 0.1 | -2 | -0.2 | 6 | 21 | 0
Cc1ccc(C2=NN(C(=O)c3ccccc3F)C(c3ccccc3F)C2)cc1 (centres undefined) | -3 | -9 | 0 | -0.2 | -0.6 | -1 | i | -10 | -51 | 0
CC(C)(C)NC(=S)NCc1ccncc1 | 7 | 5 | 5 | -0.7 | . | -5 | -0.5 | 0 | 21 | -1
COc1cccc(C(=O)NCCS(=O)(=O)N(C)Cc2ccccc2)c1 | -2 | -1 | 4 | -0.7 | -0.2 | . | 3.7 | 9 | . | -1
CC(=O)Nc1cccc(C(=O)OCc2ccccc2)c1 | -4 | -2 | -12 | -1.7 | 1.1 | -6 | . | -3 | 17 | -2
Cc1cnc(C)c(N2CCC(C(=O)NCc3ccco3)CC2)n1 | -3 | -2 | -13 | 1.3 | -2.2 | -6 | i | 17 | 6 | -3
O=C(Cn1cc(C(F)(F)F)cc(Cl)c1=O)Nc1cc(Cl)cc(Cl)c1 | 1 | -18 | -8 | -1.7 | . | -2 | -0.4 | 5 | 18 | 2
O=c1c(Cl)c(Cl)cnn1-c1ccccc1 | 4 | . | -8&-7 | . | . | 2 | i | 1 | 0 | 3
COc1ccccc1NC(=S)NC(NC(=O)C(C)C)C(Cl)(Cl)Cl (centres undefined) | 9 | 1 | -5 | -0.4 | . | 5 | -0.5 | -2 | 0 | -1
COc1ccc(Oc2c(Cl)cnn(-c3ccc(C)cc3)c2=O)cc1 | 10 | 7 | -29 | 1.1 | . | 0 | i | 5 | 6 | 1
Cc1cc2nc(NC(=O)C3(C)CCN3C(=O)C(C)C)[nH]c2cc1C (centres undefined) | . | . | . | . | 0.7 | . | -0.7 | 7 | . | 3
Cc1nc2c(n1O)CCC/C2=N\O | 1 | 2 | . | -1.2 | 0.8 | -1 | -0.5 | 6 | 3 | 2
CCOC(=O)CCCNC(=O)COC(=O)c1cccc(C)c1O | -3 | 0 | -12 | 3.1 | -1.7 | 4 | -8.3 | 3 | 34 | 2
Cc1ccccc1C(=O)N1CCN(c2ccc([N+](=O)[O-])c(NCc3ccco3)c2)CC1 | -3 | -6 | 5 | 0.5 | 1.4 | 5 | i | 7 | -8 | -3
CCC1Oc2ccccc2N(CC(=O)NCCc2ccc(OC)c(OC)c2)C1=O (centres undefined) | 4 | -8 | -12 | -0.5 | 5.7 | 0 | -0.7 | -8 | 20 | 0
CCn1cc(-c2ccnc3cc(C(=O)O)nn23)c(C)n1 | -7 | 3 | -12 | 0.3 | -1.0 | 3 | -0.2 | 12 | 14 | 84*

Continuation.
SMILES | MazEF act | Rv3671c inh | PriA SSB inh | Mtb UGM inh | Mtb BioA inh | SARS 3CLpro inh | BH1578 lux ind | GDH-TPI counter | VHR inh abs | Mtb FBA inh
CCOC(=O)CCCNc1ccc([N+](=O)[O-])cc1[N+](=O)[O-] | 3 | -3 | 11 | 0.7 | -0.8 | -1 | -0.5 | 7 | 24 | 1
O=C(Nc1cccc(Cl)c1)N1CCN(Cc2ccccc2)CC1 | 2 | -2 | -2 | -0.2 | 34 | 0 | -0.4 | 1 | 2 | 0
COc1cc(CN2CCNC(=O)C2CC(=O)N2CCCCO2)cc(OC)c1 (centres undefined) | 11 | -10 | -5 | -1.4 | . | -2 | -0.3 | 10 | -3 | 5
CC(=O)c1cc2c(cc1NS(=O)(=O)c1ccc3c(c1)OCCO3)OCO2 | 1 | 0 | -7 | -0.6 | . | -1 | -1.7 | 7 | 18 | -3

For reference, four of the compounds above:
SMILES | MazEF act | Rv3671c inh | PriA SSB inh | Mtb UGM inh | Mtb BioA inh | SARS 3CLpro inh | BH1578 lux ind | GDH-TPI counter | VHR inh abs | Mtb FBA inh
CCOC(=O)CCCNc1ccc([N+](=O)[O-])cc1[N+](=O)[O-] | 3 | -3 | 11 | 0.7 | -0.8 | -1 | -0.5 | 7 | 24 | 1
O=C(Nc1cccc(Cl)c1)N1CCN(Cc2ccccc2)CC1 | 2 | -2 | -2 | -0.2 | 34 | 0 | -0.4 | 1 | 2 | 0
COc1cc(CN2CCNC(=O)C2CC(=O)N2CCCCO2)cc(OC)c1 (centres undefined) | 11 | -10 | -5 | -1.4 | . | -2 | -0.3 | 10 | -3 | 5
CC(=O)c1cc2c(cc1NS(=O)(=O)c1ccc3c(c1)OCCO3)OCO2 | 1 | 0 | -7 | -0.6 | . | -1 | -1.7 | 7 | 18 | -3
